# CBFb RUNX1 block: qHTS Assay for Compounds Blocking the Interaction Between CBF-beta and RUNX1 for the Treatment of Acute Myeloid Leukemia. Runt-related transcription factor 1 (Homo sapiens) + Core-binding factor subunit beta …. AlphaScreen CBFb-His/RUNX1-biotin binding, biochemical. Potency, µM (doses to about 59.8 µM), for inactives: top-dose activity, negative = inhibition, most hits filed as inhibitors. 230,000 tested, under 10 active; active = well fitted curve in the direction sought with a large enough effect; inconclusive = small, poorly fitted or top-dose-only effect, or effect the other way, or another doubt; inactive = no such curve, though single readings can be large or run the other way; also: % of control where 0% means no effect
# Target sequence (Q01196 whole entry, looked up): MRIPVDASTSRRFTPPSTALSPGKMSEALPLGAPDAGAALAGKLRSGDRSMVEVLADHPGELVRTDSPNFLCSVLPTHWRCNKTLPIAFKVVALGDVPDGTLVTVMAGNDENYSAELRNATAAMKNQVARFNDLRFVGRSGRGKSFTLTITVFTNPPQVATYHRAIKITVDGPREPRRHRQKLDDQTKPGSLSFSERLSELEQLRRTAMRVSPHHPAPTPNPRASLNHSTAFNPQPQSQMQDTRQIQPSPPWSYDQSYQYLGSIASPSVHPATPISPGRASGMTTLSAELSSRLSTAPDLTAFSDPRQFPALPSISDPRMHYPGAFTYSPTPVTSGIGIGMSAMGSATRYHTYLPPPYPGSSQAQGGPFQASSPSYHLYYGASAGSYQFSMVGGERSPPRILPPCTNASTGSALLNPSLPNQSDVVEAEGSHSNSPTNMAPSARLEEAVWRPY
# Target sequence (Q13951 whole entry, looked up): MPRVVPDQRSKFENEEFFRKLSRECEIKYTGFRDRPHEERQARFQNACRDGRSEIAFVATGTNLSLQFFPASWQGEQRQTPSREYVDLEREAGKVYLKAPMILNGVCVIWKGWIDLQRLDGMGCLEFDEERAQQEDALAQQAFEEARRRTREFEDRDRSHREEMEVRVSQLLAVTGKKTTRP
#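 Compounds were screened at multiple concentrations against a preformed CBF-beta(His)/RUNX1(biotin) complex (30 nM of each) for 15 min at room temperature, followed by 90 min with nickel and streptavidin beads and AlphaScreen reading.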
# Numbers without * were called inactive; ? = inconclusive; & = joins results of further samples.
structure | CBFb RUNX1 block
NCCNS(=O)(=O)c1ccc(Cl)c2ccncc12 | 13.7%
C/C=C1\COC(C(=O)NCCOCCO)(C(F)(F)F)C=C1C=C1CCCCC1 (stereo not given) | 19.8%
CC(C)=CCC/C(C)=C/CC/C(C)=C/CC/C(C)=C/C(=O)O | 9.0%
C=CCCN(C(C)C(=O)OC)S(=O)(=O)c1ccccc1Br (stereo not given) | -5.1%
CCC(=O)NCCCC[C@H](NC(=O)OCc1ccccc1)C(=O)Nc1ccc2c(C)cc(=O)oc2c1 | 6.0%
C/C=C1\COC(C(=O)NCc2ccccc2)(C(F)(F)F)C=C1C=C1CCCCC1 (stereo not given) | 14.6%
CSCC[C@H](NC(=O)[C@H](Cc1ccccc1)NC(=O)[C@H](Cc1cnc[nH]1)NC(=O)CNC(=O)[C@@H](NC(=O)[C@H](C)NC(=O)[C@H](Cc1c[nH]c2ccccc12)NC(=O)[C@H](CCC(N)=O)NC(=O)[C@@H]1CCCN1C(=O)[C@@H](NC(=O)[C@@H]1CCC(=O)N1)C(C)C)C(C)C)C(N)=O | 8.9%
CCCCCN(CCCCC)C(=O)[C@H](CCC(=O)O)NC(=O)[C@H](Cc1ccc(OP(=O)(O)O)cc1)NC(C)=O | 6.3%
CSCC[C@H](NC(=O)[C@H](Cc1ccccc1)NC(=O)[C@H](Cc1cnc[nH]1)NC(=O)CNC(=O)[C@@H](NC(=O)[C@H](C)NC(=O)[C@H](Cc1c[nH]c2ccccc12)NC(=O)[C@H](CC(C)C)NC(=O)[C@H](CC(N)=O)NC(=O)CN)[C@@H](C)O)C(N)=O | -2.7%
CCC/C=C1/CCCOC(C(=O)NCc2ccccc2)(C(F)(F)F)C1 (stereo not given) | ?
CCOc1ccccc1-c1nnc2n1N=C(c1ccc(OC)c(OC)c1)CS2 | ?
COc1cc(CN2CCN(CCCSc3cc(C(C)(C)C)c(O)c(C(C)(C)C)c3)CC2)cc(OC)c1OC | -10.2%
CC[C@H](C)[C@H](NC(=O)[C@H](Cc1ccc(O)cc1)NC(=O)[C@@H]1CCCN1C(=O)[C@H](CCCN=C(N)N)NC(=O)[C@H](CCCN=C(N)N)NC(=O)[C@@H]1CCCN1C(=O)[C@H](CCCCN)NC(=O)[C@H](CC(N)=O)NC(=O)[C@H](CCC(N)=O)NC(=O)[C@H](Cc1ccc(O)cc1)NC(=O)[C@H](CC(C)C)NC(=O)[C@@H]1CCC(=O)N1)C(=O)N[C@@H](CC(C)C)C(=O)O | 7.0%
C=C1CCN(C(CC(C)C)C(=O)NCCCc2ccccc2)S(=O)(=O)c2ccccc21 (stereo not given) | ?
NCCCCCCNc1nc2c(N)ncnc2n1[C@@H]1O[C@@H]2COP(=O)(O)O[C@H]2[C@H]1O | -5.4%
C[C@H](NC(=O)Cc1cc(F)cc(F)c1)C(=O)N[C@@H](C(=O)OC(C)(C)C)c1ccccc1 | ?
C=C1CCN(C(CC(C)C)C(=O)NCc2ccc(Cl)c(Cl)c2)S(=O)(=O)c2ccccc21 (stereo not given) | ?
CCc1c2c(nc3ccc4c(c13)OCCO4)-c1nc3ccccc3c(=O)n1C2 | ?
COC(=O)C(NS(N)(=O)=O)C(C)C (stereo not given) | 10.1%
CC(C)[C@H](NC(=O)[C@H](CCC(N)=O)NC(=O)CNC(=O)[C@@H]1CCCN1C(=O)[C@H](Cc1ccc(O)cc1)NC(=O)CN)C(=O)O | 5.4%

# Taken from above (2 entries):
structure | CBFb RUNX1 block
CCOc1ccccc1-c1nnc2n1N=C(c1ccc(OC)c(OC)c1)CS2 | ?
COc1cc(CN2CCN(CCCSc3cc(C(C)(C)C)c(O)c(C(C)(C)C)c3)CC2)cc(OC)c1OC | -10.2%

# (further entries)
structure | CBFb RUNX1 block
CC(=O)C[C@@H](c1ccccc1)c1c(O)c2ccccc2oc1=O | -1.6%
CCCCCCCCCCN1CCOCCOCCN(CCCCCCCCCC)CCOCCOCC1 | 14.8%
CSCC[C@H](NC(=O)[C@H](CC(C)C)NC(=O)CCNC(=O)[C@@H](NC(=O)[C@H](Cc1ccccc1)NC(=O)[C@H](CO)NC(=O)[C@@H](N)CC(=O)O)C(C)C)C(N)=O | -3.3%
C/C=C1\COC(C(=O)NCc2ccccn2)(C(F)(F)F)C=C1C=C(C)C (stereo not given) | 11.7%
CC[C@H](C)[C@H](NC(=O)[C@H](Cc1ccc(O)cc1)NC(=O)[C@@H](NC(=O)[C@H](CCCNC(=N)N)NC(=O)[C@@H](N)CC(=O)O)C(C)C)C(=O)N[C@@H](Cc1cnc[nH]1)C(=O)N1CCC[C@H]1C(=O)N[C@@H](Cc1ccccc1)C(=O)N[C@@H](Cc1cnc[nH]1)C(=O)N[C@@H](CC(C)C)C(=O)N[C@@H](CC(C)C)C(=O)N[C@H](C(=O)N[C@@H](Cc1ccc(O)cc1)C(=O)N[C@@H](CO)C(=O)O)C(C)C | 4.1%
O=C(Cl)CCCCCCCC(=O)Cl | 2.8%
COc1ccc(C2/C=C\CN(CC3CC3)C(Cc3ccccc3)C(=O)N2Cc2ccc(F)cc2)cc1 (stereo not given) | 10.0%
C=C1CC2C(=O)N(Cc3cc(OC)ccc3OC)C(C(=O)OCC)C1N2C (stereo not given) | 24.0%
CCCCC(C)/C=C(C)/C=C(\C)C(=O)NC1=CC(O)(/C=C/C=C/C=C/C(=O)NC2=C(O)CCC2=O)C2OC2C1=O (stereo not given) | ?
CCN(CC)/[N+]([O-])=N/Oc1cc(O/[N+]([O-])=N/N2CCCC2CO)c([N+](=O)[O-])cc1[N+](=O)[O-] (stereo not given) | 10.8%

# Some of these compounds in order of count of non-hydrogen atoms, high to low:
structure | CBFb RUNX1 block
CC[C@H](C)[C@H](NC(=O)[C@H](Cc1ccc(O)cc1)NC(=O)[C@@H](NC(=O)[C@H](CCCNC(=N)N)NC(=O)[C@@H](N)CC(=O)O)C(C)C)C(=O)N[C@@H](Cc1cnc[nH]1)C(=O)N1CCC[C@H]1C(=O)N[C@@H](Cc1ccccc1)C(=O)N[C@@H](Cc1cnc[nH]1)C(=O)N[C@@H](CC(C)C)C(=O)N[C@@H](CC(C)C)C(=O)N[C@H](C(=O)N[C@@H](Cc1ccc(O)cc1)C(=O)N[C@@H](CO)C(=O)O)C(C)C | 4.1%
CSCC[C@H](NC(=O)[C@H](CC(C)C)NC(=O)CCNC(=O)[C@@H](NC(=O)[C@H](Cc1ccccc1)NC(=O)[C@H](CO)NC(=O)[C@@H](N)CC(=O)O)C(C)C)C(N)=O | -3.3%
CCCCCCCCCCN1CCOCCOCCN(CCCCCCCCCC)CCOCCOCC1 | 14.8%
COc1ccc(C2/C=C\CN(CC3CC3)C(Cc3ccccc3)C(=O)N2Cc2ccc(F)cc2)cc1 (stereo not given) | 10.0%
C=C1CC2C(=O)N(Cc3cc(OC)ccc3OC)C(C(=O)OCC)C1N2C (stereo not given) | 24.0%
O=C(Cl)CCCCCCCC(=O)Cl | 2.8%

# Continuation.
structure | CBFb RUNX1 block
COc1ccc(C2=Nn3c(nnc3-c3cc(OC)ccc3OC)SC2)c(OC)c1 | -11.1%
CNc1nc(Cl)nc2c1ncn2CC(COC(=O)C(C)(C)C)COC(=O)C(C)(C)C | 16.4%
O=C(O)c1ccc2c(c1)C(=O)N([C@H](Cc1ccc(F)cc1)C(=O)O)C2=O | -1.4%
COc1ccc(/C=C/C(=O)c2c(OC)cc(O)cc2OC)cc1 | 1.3%
COc1ccc(-c2nnc3n2N=C(c2cc(OC)ccc2OC)CS3)cc1 | -9.2%
CC[C@H](C)[C@H](NC(=O)[C@H](CCC(=O)O)NC(=O)[C@H](CO)NC(=O)[C@@H](NC(=O)[C@@H](N)CO)C(C)C)C(=O)N[C@@H](CCC(N)=O)C(=O)N[C@@H](CC(C)C)C(=O)N[C@@H](CCSC)C(=O)N[C@@H](Cc1cnc[nH]1)C(=O)N[C@@H](CC(N)=O)C(=O)N[C@@H](CC(C)C)C(=O)NCC(=O)N[C@@H](CCCCN)C(=O)N[C@@H](Cc1cnc[nH]1)C(=O)N[C@@H](CC(C)C)C(=O)N[C@@H](CC(N)=O)C(=O)N[C@@H](CO)C(=O)N[C@@H](CCSC)C(=O)N[C@@H](CCC(=O)O)C(=O)N[C@@H](CCCNC(=N)N)C(=O)N[C@H](C(=O)N[C@@H](CCC(=O)O)C(=O)N[C@@H](Cc1c[nH]c2ccccc12)C(=O)N[C@@H](CC(C)C)C(=O)N[C@@H](CCCNC(=N)N)C(=O)N[C@@H](CCCCN)C(=O)N[C@@H](CCCCN)C(=O)N[C@@H](CC(C)C)C(=O)N[C@@H](CCC(N)=O)C(=O)N[C@@H](CC(=O)O)C(=O)N[C@H](C(=O)N[C@@H](Cc1cnc[nH]1)C(=O)N[C@@H](CC(N)=O)C(=O)N[C@@H](Cc1ccccc1)C(=O)N[C@H](C(=O)N[C@@H](C)C(=O)N[C@@H](CC(C)C)C(=O)NCC(=O)O)C(C)C)C(C)C)C(C)C | 9.5%
COc1cccc2c1N(C)C(=O)CC21C=CC(=O)C=C1 | 17.5%
O=C1/C(=C/c2ccc(O)c(O)c2)Oc2ccccc21 | ?
CC[C@H](C)[C@H](N)C(=O)N[C@H]1CCC(=O)NCC(C(=O)N[C@@H](Cc2ccc(O)cc2)C(=O)N[C@@H](CCCNC(=N)N)C(=O)N[C@@H](CC(C)C)C(=O)N[C@@H](CCCNC(=N)N)C(=O)N[C@@H](Cc2ccc(O)cc2)C(N)=O)NC(=O)[C@@H]2CCCN2C(=O)[C@@H](NC(=O)[C@@H](N)[C@@H](C)CC)CCC(=O)NCC(C(=O)N[C@@H](Cc2ccc(O)cc2)C(=O)N[C@@H](CCCNC(=N)N)C(=O)N[C@@H](CC(C)C)C(=O)N[C@@H](CCCNC(=N)N)C(=O)N[C@@H](Cc2ccc(O)cc2)C(N)=O)NC(=O)[C@@H]2CCCN2C1=O (stereo not given in full) | 2.1%
COc1ccccc1C1=Nn2c(nnc2-c2ccccc2O)SC1 | -5.4%
CC[C@H](C)[C@H](NC(=O)CNC(=O)[C@@H](NC(=O)[C@@H](NC(=O)[C@H](Cc1ccc(O)cc1)NC(=O)[C@H](CC(C)C)NC(=O)[C@H](C)NC(=O)[C@H](CCC(N)=O)NC(=O)CNC(=O)[C@@H]1CCCN1C(=O)CNC(=O)[C@H](Cc1ccccc1)NC(=O)[C@H](Cc1cnc[nH]1)NC(=O)[C@@H](NC(=O)CNC(=O)[C@H](CCCNC(=N)N)NC(=O)[C@H](CCCNC(=N)N)NC(=O)[C@@H](NC(=O)[C@H](CC(N)=O)NC(=O)[C@@H](N)CS)[C@@H](C)O)[C@@H](C)CC)[C@@H](C)O)[C@@H](C)O)C(=O)O | 3.7%
COC(=O)C(CC(C)C)NS(=O)(=O)c1cc(Br)ccc1Br (stereo not given) | 8.9%
COc1ccc(OC)c(C2=Nn3c(nnc3-c3ccccc3O)SC2)c1 | 3.3%
CC(=O)OCC(NC(=O)C(C)NC(=O)OC(C)(C)C)C1OC(n2cc(C)c(=O)[nH]c2=O)C(OC(C)=O)C1OC(C)=O (stereo not given) | -5.9%
CCOC(=O)Cn1c(=O)sc2cccc(Cl)c21 | 5.3%
COc1ccc([C@H]2OCC3C2CO[C@@H]3c2ccc(OC)c(OC)c2)cc1OC (stereo not given in full) | 0.0%
C#CC(C)OC(=O)Nc1cccc(Cl)c1 (stereo not given) | -14.9%
C[C@@]12CCc3occc3[C@H]1CC[C@]13CC(=O)[C@@H](CC[C@H]12)C3 | 16.4%
CC(C)(C)c1ccc(C[C@H](C(=O)O)N2C(=O)c3ccc(C(=O)O)cc3C2=O)cc1 | 10.3%
NC(=O)c1ccc(C[C@H](C(=O)O)N2C(=O)c3ccc(C(=O)O)cc3C2=O)cc1 | 8.0%
COc1cc2nccc(Oc3ccc(NC(=O)Nc4ccc(F)cc4F)c(F)c3)c2cc1OC | 13.2%
Cc1ccc(SCC(c2ccccc2)N2CCN(C)CCC2=O)cc1 (stereo not given) | -16.0%
c1ncc(CCCC2CCNCC2)[nH]1 | 10.5%
CCOC(=O)N1CCN(/[N+]([O-])=N/Oc2ccc([N+](=O)[O-])cc2[N+](=O)[O-])CC1 | 2.8%&6.2%
Cc1ccc(C[C@H](C(=O)O)N2C(=O)c3ccc(C(=O)O)cc3C2=O)cc1 | 14.0%
C=C1CC2C(=O)N(Cc3ccccc3)C(C(=O)O)C1N2C(=O)OC(C)(C)C (stereo not given) | 1.9%
C=C(C)C1CCC(C)C(OC(C)=O)C1 (stereo not given) | 6.4%
CC(C)(C)OC(=O)N1CCC[C@H]1C(=O)O | 17.0%
CN(C(=O)c1ccc(OCC=C(c2ccccc2)c2ccccc2)cc1)c1ccccc1I | -7.2%
COc1cc(OC)cc(-c2nnc3n2N=C(c2ccc(OC)cc2OC)CS3)c1 | -29.3%
O=C(Nc1ncnc2c1ncn2[C@@H]1O[C@@H]2COP(=O)(O)O[C@H]2[C@H]1O)c1ccccc1 | 17.4%
Oc1ccc(-c2c(-c3ccccc3)nn3c(C(F)(F)F)cc(C(F)(F)F)nc23)cc1 | -29.0%
CC1CC=CC2C1C(=O)N(Cc1ccccc1)C2c1ccc(F)c(/C=C/c2ccccc2)c1 (stereo not given) | 7.1%
CCCCCCCCCCCCC/C=C/C(O)C(COP(=O)(O)OCCN)NC(=O)CCCCCCCCCCCCCCCCC (stereo not given) | 13.5%
COc1cc(C(=O)O[C@@H]2CC3CC[C@]2(C)C3(C)C)ccc1O | 4.5%
CC[C@H](C)[C@H](NC(=O)[C@@H](NC(=O)CNC(=O)[C@@H](N)CC(C)C)[C@@H](C)O)C(=O)N1CCC[C@H]1C(=O)NCC(=O)O | 12.9%
CCn1c(=O)n(C2=C(CO)CN(CC3CCCCCCC3)CC2)c2ccccc21 | 22.6%
CC[C@H](C)[C@H](NC(=O)[C@H](Cc1ccc(O)cc1)NC(=O)[C@@H](NC(=O)[C@H](CCCN=C(N)N)NC(=O)[C@@H](N)CC(=O)O)C(C)C)C(=O)N[C@@H](Cc1ccc(N)cc1)C(=O)N1CCC[C@H]1C(=O)N[C@@H](Cc1ccccc1)C(=O)O | 18.6%

# Some of the compounds tested; the hit share may differ from the screen's.
